Screening results as filed in PubChem.
Smad3 FoxH1 inh: inhibitors of human Smad3 transcription factor binding. P84022. TR-FRET Smad3/Dy647-FoxH1 peptide binding, europium anti-His. inhibition, % at 25 µM. hit rate 0.29% among 88,000. AID 630;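 active = compounds that reduce the energy-transfer binding signal between the protein and its labelled peptide by more than half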;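 also: 0% = Smad3 plus labelled peptide maximal FRET and 100% = peptide-only background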
Target sequence (P84022 whole entry, looked up): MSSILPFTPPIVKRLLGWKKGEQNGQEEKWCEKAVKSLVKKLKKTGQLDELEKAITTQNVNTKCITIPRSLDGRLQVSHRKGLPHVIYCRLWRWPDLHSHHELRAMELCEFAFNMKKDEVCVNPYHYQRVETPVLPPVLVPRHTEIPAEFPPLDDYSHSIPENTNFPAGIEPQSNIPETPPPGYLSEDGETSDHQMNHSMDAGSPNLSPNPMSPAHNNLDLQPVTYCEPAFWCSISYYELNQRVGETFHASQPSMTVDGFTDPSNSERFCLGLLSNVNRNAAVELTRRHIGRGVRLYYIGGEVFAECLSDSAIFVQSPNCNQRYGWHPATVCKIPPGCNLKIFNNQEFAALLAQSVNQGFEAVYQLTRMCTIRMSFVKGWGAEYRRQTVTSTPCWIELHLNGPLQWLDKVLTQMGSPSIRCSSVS
sEH inhibitor: soluble epoxide hydrolase (human) inhibition | P34913 | inhibition, % at 2 µM | recombinant human sEH enzymatic activity assay | hit rate 0.34% among 91,000 | AID 707; in the data active = inhibition above about 80%; also: values of inactives mirror those of a sister screen read the other way; many of its hits are not listed in these tables
Target sequence (P34913 whole entry, looked up): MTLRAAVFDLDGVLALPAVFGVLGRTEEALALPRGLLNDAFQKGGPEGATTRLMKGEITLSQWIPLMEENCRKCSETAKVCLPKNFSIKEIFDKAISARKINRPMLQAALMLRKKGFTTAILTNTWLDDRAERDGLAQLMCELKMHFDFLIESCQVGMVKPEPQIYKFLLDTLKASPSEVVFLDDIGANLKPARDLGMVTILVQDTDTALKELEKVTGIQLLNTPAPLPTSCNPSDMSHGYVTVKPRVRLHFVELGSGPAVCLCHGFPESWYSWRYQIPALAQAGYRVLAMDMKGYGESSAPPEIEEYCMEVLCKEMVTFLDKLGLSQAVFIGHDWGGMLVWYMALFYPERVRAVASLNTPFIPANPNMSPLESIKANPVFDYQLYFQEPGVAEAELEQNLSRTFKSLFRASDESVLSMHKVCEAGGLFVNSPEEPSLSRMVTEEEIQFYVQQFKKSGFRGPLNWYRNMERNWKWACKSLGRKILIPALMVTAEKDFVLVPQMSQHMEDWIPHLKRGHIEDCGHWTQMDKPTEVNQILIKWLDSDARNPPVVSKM
sEH act: soluble epoxide hydrolase (human) activation; purified human sEH enzymatic activity, activator screen; activation, % at 2 µM; hit rate 0.04% among 91,000; AID 717; in the data active = activation above about 37%; also: values of inactives mirror those of a sister screen read the other way
Calb biofilm kill: kills Candida albicans biofilms; C. albicans biofilm + clotrimazole, Alamar Blue; inhibition, % at 6 µM; hit rate 0.14% among 85,000; AID 834;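 active = inhibition above 20%; inactive = inhibition below 20%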;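 also: preformed 24 hr biofilms exposed to compound for 48 hr; 0% = biofilm without compound and 100% = blank killed by clotrimazole plus chlorhexidine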
ERb coact inh: ER-beta (human) coactivator binding inhibition | hit rate 1.3% among 86,000 | Q92731 | inhibition, % at 25.6 µM | TR-FRET ER-beta LBD / SRC1-Cy5 peptide binding; receptor agonist-loaded with 1 µM estradiol | AID 633;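 active = compounds whose percent inhibition of the receptor-coactivator binding signal exceeds about 50% in the single-dose screen, limit read from the data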;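 also: 0% = receptor plus peptide wells without compound and 100% = peptide-only wells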
ERa coact pot: ER-alpha (human) coactivator binding potentiation. TR-FRET ERalpha-LBD/SRC-Cy5 coactivator binding, 2 h; 100 = basal binding, no effect. coactivator binding (% of control), % at 25.6 µM. hit rate 1.3% among 86,000. AID 639; in the data active = activity above about 200%;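 also: binding measured in presence of low estradiol as agonist stimulus; 0% = peptide alone without receptor and 100% = receptor with peptide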
MT1-MMP txn act: activates MT1-MMP transcription | activation factor at 10 µM | HT1080 MT1-MMP promoter luciferase reporter, luminescence, overnight; active compounds read high | hit rate 0.16% among 86,000 | AID 750;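 active = activation factor of at least 2 for MT1-MMP transcription at 10 µM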
CD11b adhes inh: CD11b/CD18-fibrinogen binding inhibition; P05107+P11215; K562 CD11b/CD18 adhesion to fibrinogen, ATPlite luminescence; Mn2+ added to activate the integrin; inhibition, % at 10 µM; hit rate 0.54% among 93,000; AID 1497;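 active = primary inhibition of 50% or more at 10 µM, then 40% or more on retest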; also: some results filed as inactive read as strong as hits
Mac1 fbg enh: CD11b/CD18-fibrinogen binding enhancement. P05107+P11215. K562 CD11b/CD18 adhesion to fibrinogen, ATPlite luminescence. activation, % at 10 µM. hit rate 0.07% among 93,000. AID 1499;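 active = 10 µM primary screen giving 50% or more activity, confirmed by 40% or more on retest at that dose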; also: strong numbers were not always called active; reference of the scale not given here
The depositor's hits bear a star; x = no result given; [ ] = remark or other dose. This is a subset (hit frequency here may not be typical).

Values run as follows: Calb biofilm kill	sEH act	MT1-MMP txn act	Smad3 FoxH1 inh	Mac1 fbg enh	ERa coact pot	sEH inhibitor	CD11b adhes inh	ERb coact inh
> c1ccc(N(c2ccccc2)c2nc(N3CCCC3)nc(-n3ccnc3)n2)cc1
    3	-6	1.2	-11	-4	90	8	-4	1
> O=C(CS(=O)(=O)Cc1ccccc1)Nc1ccc(Cl)cn1
    0	6	1.3	3	x	122	-3	x	-4
> O=C1CC(c2ccccc2)n2nc(N3C(=O)CCC3=O)nc2N1 (stereo unspecified)
    3	x	1.1	0	-1	108	x	-6	-27
> N#CC1=C(N)SC(N)=C(C#N)C1c1cccc(Oc2ccccc2)c1
    5	0	1.1	8[fluorescence artefact?]	-7	76	-1	17	5
> C/C=C/c1ccc(OCCn2cncn2)c(OC)c1
    1	-1	1.6	-11	-1	109	2	-37	-11
> CCc1ccc(S(=O)(=O)NCc2csc(-c3cccnc3)n2)s1
    -1	x	1.1	2	x	85[fluorescence artefact?]	x	x	18
> Cc1cc(C)n(C(=O)CCNC(=O)c2ccccc2Br)n1
    5	-3	0.9	0	-2	130	3	-31	-8
> NC(=O)C1CCN(c2ncnc3c(-c4ccccc4)nsc23)CC1
    8	-1	1.9	3	-1	112	2	1	4
> COc1ccc(NC(=O)C2CCN(c3cc(-c4ccccc4)nc4ncnn34)CC2)cc1OC
    x	-7	1.1	2	-1	104	5	-5	-4
> CCN(CC(=O)NC1CCCC1)S(=O)(=O)c1ccc(C)cc1
    12	5	1.2	8	0	120	0	-14	1
> CC(C)c1cc(NC(=O)CSc2nnc(-c3ccccc3F)n2C)on1
    7	x	0.9	8	-1	109	x	2	35
> O=c1cc(CO)oc(CN2CCN(c3ccccc3F)CC2)c1O
    3	5	1.2	-4	-3	100[fluorescence artefact?]	-5	13	-4[fluorescence artefact?]
> COc1ccc(Nc2ccnc3ccccc23)cc1
    3	-4	1.5	-2	-1	110	5	17	-4
> COC(=O)c1ccc(C2C(C(=O)Nc3ccc(C)cc3C)=C(C)Nc3ncnn32)cc1 (stereo unspecified)
    3	-7	1	-13	4	117	11	-1	-3[fluorescence artefact?]
> CC(=O)c1cccc(NC(=O)Nc2cccs2)c1
    1	x	1	2	3	115	x	-6	-3
> CCCC(=O)NC1C2CC3CC(C2)CC1C3 (stereo unspecified)
    5	10	1.1	-17	0	99	-11	4	2[fluorescence artefact?]
> O=C(Nc1ccc2c(c1)OC1(CCCC1)O2)C1CC1
    -3	x	1.4	-15	-2	111	x	9	-10[fluorescence artefact?]
> CCOc1ccc2[nH]c(=O)c(CN(Cc3cccs3)C(CC)c3nnnn3C(C)(C)CC)cc2c1 (stereo unspecified)
    6	x	1.2	9[fluorescence artefact?]	-6	100	x	23	4
> CCOCCCNC(=O)c1ccc(Br)cc1
    -1	0	1.4	12	x	107	0	x	-5
> O=S(=O)(c1ccc(NCC2CCCCC2)nc1)N1CCOCC1
    7	0	0.9	-3	-4	109[fluorescence artefact?]	3	-6	-3

Carrying on.
Values run as follows: Calb biofilm kill	sEH act	MT1-MMP txn act	Smad3 FoxH1 inh	Mac1 fbg enh	ERa coact pot	sEH inhibitor	CD11b adhes inh	ERb coact inh
> CCOC(=O)N1CCC(NC(=O)C2CCCN(S(=O)(=O)c3ccc4c(c3)oc(=O)n4C)C2)CC1 (stereo unspecified)
    5	-5	1	11	-4	115	4	13	-1[fluorescence artefact?]
> CCn1c(SCC(=O)N2CCN(c3ccccc3)CC2)nnc1-c1ccoc1C
    7	x	1.1	-4	-7	116	x	4	1[fluorescence artefact?]
> Cn1c(=O)c2c(nc(Oc3ccc4c(c3)OCO4)n2Cc2ccc(Cl)cc2)n(C)c1=O
    4	8	1.1	6	4	135	-8	-11	7
> CCOC(=O)Nc1ccc2c(C)cc(=O)oc2c1
    5	15	1.5	-8	1	106	-15	-27	3
> CS(=O)(=O)N1CCN(c2ccccc2NC(=O)CSc2ccc(Cl)cc2)CC1
    -9	-10	1.1	-29	6	94	10	7	11[fluorescence artefact?]
> O=C(NCc1nnc(SCC(=O)N2CCCCCC2)o1)c1ccco1
    1	3	1.2	5	-2	125	-4	-10	-13
> COc1cc(C(=O)NCc2cn3cccc(C)c3n2)cc(OC)c1OC
    3	-11	x	2	2	110	11	-8	-13
> O=C(Cn1nc(C(F)F)cc1C1CC1)NCCC1=CCCCC1
    2	-2	1	11	-3	96	5	10	-7
> CN1C(=O)N(C)C2(c3ccccc3)N(C)C(=O)NC12c1ccccc1 (stereo unspecified)
    4	6	1	0	-1	121	-8	1	-2
> c1cncc(Nc2nc(-c3cccnc3)cs2)c1
    8	x	1.2	5	-3	111	x	4	-6
> COc1ccc(N=C(C)C2=C(O)COC2=O)cc1
    -4	-1	1.1	-6	-4	96	2	-22	1[fluorescence artefact?]
> CC(C)c1nc(N2CCOCC2)c(C#N)c2c1CCC2
    7	19	1.2	12	3	90	-15	-13	-4
> Cc1ccc(S(=O)(=O)Oc2ccc(/C=N/NC(=O)c3nn(C)cc3Cl)cc2)cc1
    13	-7	1.2	-4	x	104	8	x	-4
> CC(C)c1ccc(CNc2ccc(N3CCOCC3)cc2)cc1
    4	-14	1.1	8	4	530*[fluorescence artefact?]	12	18	-2
> O=C(Cc1c(O)c2ccccc2[nH]c1=O)NCc1ccccc1
    5	-2	1.1	7	x	108	2	x	0
> Clc1ccc(-c2cn3cccnc3n2)cc1Cl
    7	13	1.9	3	92	88	-10	-12	-7
> CCSc1nnc(NC(=O)COc2cccc3ccccc23)s1
    x	6	x	x	34	x	-4	2	x
> Cc1ccnc(N2C(=O)c3ccccc3C2Nc2cccc(C)c2C)c1 (stereo unspecified)
    6	x	1.1	-10	x	101	x	x	7
> COc1ccc(NC(=O)Cc2ccccc2)cc1
    3	7	1.4	3	x	116	-7	x	-5
> COc1ccc(-c2nnc(SC3CCOC3=O)n2C2CCCCC2)cc1OC (stereo unspecified)
    4	-6	1.1	0	-2	102	4	2	1

New compounds follow.
Values run as follows: Calb biofilm kill	sEH act	MT1-MMP txn act	Smad3 FoxH1 inh	Mac1 fbg enh	ERa coact pot	sEH inhibitor	CD11b adhes inh	ERb coact inh
> Cn1c(SCC(N)=O)nnc1C1CCN(C(=O)NCc2ccccc2)CC1
    9	23	1.1	0	-3	119	-24	-19	1
> Cc1ccc(CN(C#N)c2nc(C)cc(C)n2)cc1
    6	4	1.1	-3	-2	88	-5	0	-4
> COCC(=O)Nc1ccc(Nc2ccccc2)cc1
    2	14	1.2	9	-4	112[fluorescence artefact?]	-15	-20	2
> O=c1oc2ccccc2cc1NCc1ccccc1O
    22*	5	1.5	-1	-2	82[fluorescence artefact?]	-5	16	-3
> O=C(C1CCN(S(=O)(=O)c2ccc(Cl)cc2)CC1)N1CCOCC1
    6	-1	1.1	-5	-3	96	2	10	-9
> O=C(CN(C(=O)c1ccco1)c1cccc(F)c1)NCc1ccc(F)cc1
    1	-8	1.2	-1	-2	118	8	13	-13
> C=CCN1C2CCCC1CC(NC(=O)Nc1cccc(C(C)=O)c1)C2 (stereo unspecified)
    -4	-28	1.2	-14	4	131	29	-15	-5
> COc1ccc(CNC(=O)COC(=O)c2cc(-c3cccs3)nc3ccccc23)cc1OC
    -4	8	0.9	-2	30	72[fluorescence artefact?]	-5	-4	6
> CCCCN(CC)CCCNC(=O)CS(=O)(=O)Cc1nc(-c2cccc(OC)c2)oc1C
    1	10	1	2	-1	122	-6	3	-16
> Cc1cc(C)n(C(=O)COc2ccccc2C)n1
    6	-3	1.7	-2	x	111	6	x	4
> O=C1c2oc3ccc(Cl)cc3c(=O)c2C(c2cccnc2)N1Cc1ccco1 (stereo unspecified)
    4	x	1.2	-10	-2	102	x	-3	7
> COc1ccc(Nc2nnc(Cc3ccccc3)c(=O)[nH]2)c(OC)c1
    1	-9	1.3	5	-3	90	9	-5	-23
> Cn1c(=N)c(S(=O)(=O)c2ccc(F)cc2)cc2c(=O)n3ccccc3nc21
    2	10	1.3	-2	6	126	-12	2	10[fluorescence artefact?]
> C#CCOc1c(Br)cc(/C=N\NC(=O)CN2CCOCC2)cc1OCC
    x	6	x	x	2	x	-4	-8	x
> O=c1cc(-c2ccccc2)nc2nc[nH]n12
    1	14	1.2	13	1	98	-15	1	-3
> O=C(CCN1C(=O)c2ccccc2C1=O)Nc1ccncc1
    7	x	1.2	12	0	108	x	8	0
> COCCn1c(C)cc(C(=O)CSc2nnc3ccccn23)c1C
    5	x	x	4	-5	84	x	-3	-11
> COc1ccc(NC(=O)CSc2nc3c(c(=O)n2-c2ccccc2OC)SCC3)cc1
    7	5	1	-2	10	118	-6	-16	-3
> CNc1ncc(C(=O)C(C)(C)C)s1
    11	10	x	1	-6	106	-9	-10	10
> Cc1ccc(CSCCNC(=O)/C=C/c2ccccc2Cl)cc1
    x	-58	x	x	-1	x	58	-3	x

Look-ups from the list:
`Cc1cc(C)n(C(=O)COc2ccccc2C)n1` in ERa coact pot → 111
`COc1ccc(N=C(C)C2=C(O)COC2=O)cc1` in Calb biofilm kill → -4

New compounds follow.
Values run as follows: Calb biofilm kill	sEH act	MT1-MMP txn act	Smad3 FoxH1 inh	Mac1 fbg enh	ERa coact pot	sEH inhibitor	CD11b adhes inh	ERb coact inh
> Cc1nnc(C)n1/N=C/c1cccn1C
    3	20	1.2	9	-1	105	-20	-1	-22
> CCCOc1ccc(Cn2c(O)cc(=O)[nH]c2=O)cc1
    -1	-4	1	5	0	84	7	-6	-16
> COc1ccc(Cl)cc1-c1n[nH]c(=S)o1
    0	13	1.3	13[fluorescence artefact?]	-1	98[fluorescence artefact?]	-10	-1	-9
> Cc1sc2nc(SCC(=O)c3cccs3)n(Cc3ccco3)c(=O)c2c1C
    6	27	0.9	8	18	85[fluorescence artefact?]	-24	-16	-2
> O=C(Cn1c(NCCCO)nc2ccccc21)c1cccc(Br)c1
    6	22	1.1	-3	-2	109	-24	2	-4
> COc1ccc(-c2cc(C(=O)Oc3ccc([N+](=O)[O-])cc3)c3ccccc3n2)cc1
    x	6	x	x	1	x	-4	8	x
> O=c1cc[nH]c2c(C(F)(F)F)cccc12
    8	4	1.1	6	0	110	-2	-5	-9
> CCCc1nn(-c2cc(Cl)ccc2OC)c2c1C(=O)CC(C)(C)C2
    12	2	x	1	-2	115	-2	-12	-7
> CN(C)C=Nc1ncc2c3ccccc3n(Cc3ccccc3)c2c1C#N
    7	x	1.1	9	0	108[fluorescence artefact?]	x	18	-9[fluorescence artefact?]
> O=C1CCCc2c1nc(-c1ccccc1)n2O
    6	-2	0.9	11	1	47[fluorescence artefact?]	-1	-29	12
> CCOc1ccc(-n2c(SCC(=O)Nc3ccc4c(c3)OCO4)nc3c(c2=O)SCC3)cc1
    6	x	1.1	10	7	110[fluorescence artefact?]	x	-46	26
> O=C(CSc1ncnc2ccccc12)Nc1ccc2c(c1)OCO2
    11	x	0.9	-10[fluorescence artefact?]	-6	104	x	-36	7[fluorescence artefact?]
> O=C(Nc1ccc(Cl)cc1)Nc1ccc2c(c1)N1CCN=C1S2
    3	-61	1.3	-10	19	67[fluorescence artefact?]	61	-9	30
> O=P(O)(c1ccccc1)c1ccccc1O
    6	7	1	-2	-1	96	-6	-5	-1
> CCC(CC)NC(=O)Cc1ccccc1OC
    8	2	1.1	-18	0	109	-3	1	-11
> CC(Sc1nc(-c2ccccc2)cc(=O)[nH]1)C(=O)O (stereo unspecified)
    -1	-12	1.1	5	-2	98	13	4	4
> O=C(N[C@@H](Cc1ccccc1)C(=O)NC1CCCCC1)c1ccco1
    x	-50	x	x	0	x	49	-15	x
> Nc1cc(N)nc(SCC(=O)Nc2ccc3c(c2)OCCCO3)n1
    12	-11	1.3	-6	14	109	12	-3	-3
> O=C(Nc1nc(-c2ccccc2)cs1)C1COc2ccccc2O1 (stereo unspecified)
    6	7	x	4	13	82	-5	32	14
> COc1ccc(C2NC(C(=O)O)Cc3c2[nH]c2ccccc32)cc1OC (stereo unspecified)
    5	2	1.1	18	9	88	-1	-9	7
